# Source: PubChem BioAssay (National Center for Advancing Translational Sciences (NCATS))
# EPAC1 ag: EPAC1 (human) agonism; AID 720707; EPAC1 agonist qHTS, biochemical assay; response scale: 100% = response to 6.5 mM cAMP; Potency, µM (doses to about 154 µM), inactives show at the top dose activation, most hits filed as activators; O95398; actives 0.073% (n = 360,000); further: potency means the concentration at half of the fitted maximal effect; nearly all actives have a fitted effect of over 60% in size
#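 Read-out is the fluorescence drop as BODIPY-GDP leaves Rap1B (480 nm excitation, 540 nm emission), recorded every 5 minutes over 30 minutes. Reactions held 100 nM EPAC1, 250 nM Rap1B–BODIPY-GDP and 50 uM GDP, with 6.5 mM cAMP setting full activation.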
# EPAC2 antag: blocks human EPAC2 exchange factor. actives 0.18% (n = 360,000). Q8WZA2. Potency, µM (titrated, usually from 114 µM), for the others: top-dose activity, negative = inhibition, usual class: inhibitors. EPAC2 GEF exchange of Rap1B-BODIPY-GDP, fluorescence; further: potency means the concentration at half of the fitted maximal effect; on the % scale 0 is the no-effect control and ±100 the full control effect; nearly all actives have a fitted effect of over 45% in size; many of its hits are not listed in these tables
# EPAC1 antagonist: EPAC1 (human) antagonism; EPAC1 GEF assay, Rap1b-BODIPY-GDP exchange fluorescence; AID 720709; Potency, µM (doses to about 115 µM), inactives show at the top dose activity change, negative = inhibition, most hits filed as inhibitors; actives 0.14% (n = 360,000); O95398;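 further: potency means the concentration at half of the fitted maximal effect; plate controls were vehicle for no effect and positive control for full effect; nearly all actives have a fitted effect of over 50% in size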
# WRN helicase inh: blocks human WRN helicase. Q14191. WRN helicase unwinding, fluorescent forked duplex, kinetic. Potency, µM (series often up to 114 µM), for the others: at the highest dose activity change, negative = inhibition, most hits filed as inhibitors. actives 0.46% (n = 360,000). AID 651768; further: potency means the concentration at half of the fitted maximal effect; on the % scale 0 is the no-effect control and ±100 the full control effect; nearly all actives have a fitted effect of over 55% in size
#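 Enzyme (20 nM final) and test compound sit together 15 min at room temperature before substrate addition. Substrate is a single-forked duplex oligonucleotide (100 nM) labelled with fluorophore and quencher, with 2 mM ATP; helicase unwinding raises red fluorescence, read kinetically.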
# CCT modulator: cytosolic chaperonin activity modulation; purified chaperonin ATPase assay, HTRF ADP detection, 30 min; activity change, % (no concentration beside the values), hits read low; actives 0.3% (n = 360,000); AID 651819; in the data active means activity change below about -30%; further: on the % scale 0 is the no-effect control and ±100 the full control effect
#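 First, chaperonin was dispensed at 40 nM or 20 nM final depending on batch activity. Next, compounds were pinned at 76 uM and ATP added at 10 uM. After 30 min at 37 °C, ADP detection reagents ran 30 min at ambient temperature.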
# PLK1 PBD block: blocks phosphopeptide binding to human PLK1 polo-box domain; P53350; Plk1 PBD binding of FITC phosphopeptide, fluorescence polarization; Potency, µM, for the others: max response, negative = inhibition, hits mostly inhibitors; actives 2.8% (n = 360,000); further: potency means the concentration at half of the fitted maximal effect; series mostly up to about 57 µM; on the % scale 0 is the no-effect control and ±100 the full control effect; nearly all actives have a fitted effect of over 65% in size
# Target sequence (P53350 whole entry, looked up, the tested form may be a part): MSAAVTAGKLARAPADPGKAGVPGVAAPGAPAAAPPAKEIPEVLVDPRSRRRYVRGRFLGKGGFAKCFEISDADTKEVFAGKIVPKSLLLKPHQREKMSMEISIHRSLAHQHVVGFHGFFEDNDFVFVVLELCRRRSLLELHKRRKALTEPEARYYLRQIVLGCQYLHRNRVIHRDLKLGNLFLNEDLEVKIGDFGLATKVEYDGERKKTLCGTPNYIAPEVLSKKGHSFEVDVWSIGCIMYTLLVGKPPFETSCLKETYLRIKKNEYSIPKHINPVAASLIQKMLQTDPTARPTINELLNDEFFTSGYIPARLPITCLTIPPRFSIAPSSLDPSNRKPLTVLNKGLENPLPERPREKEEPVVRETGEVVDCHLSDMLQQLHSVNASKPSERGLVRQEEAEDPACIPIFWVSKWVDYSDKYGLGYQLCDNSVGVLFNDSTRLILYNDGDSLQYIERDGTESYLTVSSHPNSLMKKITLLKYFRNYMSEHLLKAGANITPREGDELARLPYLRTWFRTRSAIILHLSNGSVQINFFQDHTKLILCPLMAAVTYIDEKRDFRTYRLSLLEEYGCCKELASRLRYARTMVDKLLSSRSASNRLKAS
# Mm-Cpn inhibitor: M. maripaludis TRiC chaperonin inhibition | purified Mm-Cpn ATPase, ADP Transcreener TR-FRET | Potency, µM (top dose mostly 76.9 µM), inactives show at the top dose activity, negative = inhibition, actives largely listed as inhibitors | actives 0.031% (n = 330,000) | AID 504842; further: potency means the concentration at half of the fitted maximal effect; on the % scale 0 is the no-effect control and ±100 the full control effect; nearly all actives have a fitted effect of over 80% in size
#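 TR-FRET (320 nm excitation; 590 and 665 nm emission) reports ADP made from 10 uM ATP by 25 nM enzyme; compounds were preincubated 10 min, reaction run 30 min, both at 37°C.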
# PI5P4K alpha inh: blocks human PI5P4K alpha kinase activity; PI5P4Kalpha enzyme, ADP-Glo luminescence, 60 min; stronger effect = lower value; P48426; max response, %; actives 1.2% (n = 330,000); active means max response of -50% or lower; inconclusive means between -30% and -50%; inactive means -30% or higher; further: value at the top dose of about 77 µM; on the % scale 0 is the no-effect control and ±100 the full control effect
# Target sequence (P48426 whole entry, looked up): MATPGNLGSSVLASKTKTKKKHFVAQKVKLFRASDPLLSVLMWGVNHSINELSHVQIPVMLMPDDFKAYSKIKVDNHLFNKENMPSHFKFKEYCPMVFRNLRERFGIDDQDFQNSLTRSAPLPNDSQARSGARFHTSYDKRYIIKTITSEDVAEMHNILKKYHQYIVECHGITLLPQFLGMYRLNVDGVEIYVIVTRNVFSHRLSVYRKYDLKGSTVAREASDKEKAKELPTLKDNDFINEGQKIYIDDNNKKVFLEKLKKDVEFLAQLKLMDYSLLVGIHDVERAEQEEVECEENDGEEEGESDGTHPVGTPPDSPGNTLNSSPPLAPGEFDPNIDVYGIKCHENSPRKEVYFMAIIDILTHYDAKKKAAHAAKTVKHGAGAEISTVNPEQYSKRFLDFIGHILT
#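 Single end-point luminescence (ADP-Glo) quantified ADP from PI5P4Kalpha turnover; ATP 5 microM final, 1 h at RT, 0.1% CHAPS and 0.28 mM EGTA in HEPES pH 7.4.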
# The depositor's hits bear a star; ? = inconclusive; . = not tested or not shown; [ ] = dose if it differs, or a comment. Unless noted, the call rests on the fitted dose curve; in most records, active means well fitted curve in the direction sought with a large enough effect; inconclusive means small, poorly fitted or top-dose-only effect, or another doubt; inactive means no such curve, though single readings can be large; an effect the other way counts as inactive or inconclusive. An excerpt, so the mix of outcomes need not match the whole.
No.	EPAC1 ag	EPAC2 antag	PI5P4K alpha inh	PLK1 PBD block	CCT modulator	EPAC1 antagonist	WRN helicase inh	Mm-Cpn inhibitor	SMILES
1	4.7%	-5.9%	6.0	3.6%	-2.1	-5.8%	-0.1%	0.8%	O=C(NCCc1cccs1)c1ccc(Cl)c(Cl)c1
2	3.5%	17.0%	1.0	-0.7%	-2.8	1.8%	0.3%	2.3%	COc1ccccc1C(=O)NCCC(=O)NN1C(=O)NC2(CCCCC2)C1=O
3	14.5%	-9.0%	-0.8	-8.6%	1.8	-14.3%	-16.5%	1.1%	O=C(Nc1ccccc1)c1cc([N+](=O)[O-])ccc1N1CCCCC1
4	-9.2%	7.2%	1.4	-1.2%	0.1	-0.2%	-5.2%	0.5%	Cc1noc(C)c1CN1C(=O)NC(Cc2ccccc2)(Cc2ccccc2)C1=O
5	10.3%	-3.4%	0.7	0.1%	0.1	-7.5%	-18.4%	2.0%	O=C(NCCC1CCCCN1S(=O)(=O)c1ccccc1)C(=O)Nc1ccccc1 (configuration not stated)
6	8.2%	7.9%	-6.2	-6.8%	-1.5	6.0%	15.6%	-5.3%	NC(=O)Nn1c(CCC(=O)O)ccc1-c1ccc(F)cc1
7	-3.1%	4.7%	-2.3	-22.1%	0.2	-15.5%	5.0%	0.6%	CCc1nn(CCCC(=O)NCc2ccc(OC(C)C)cc2)c(=O)c2cc3occc3n12
8	28.4%	-17.5%	.	-4.4%	0.0	-17.7%	-19.7%[57.1 µM]	1.0%	CCC(C(=O)Nc1ccccc1OC)n1c(C(=O)OC)cc2ccsc21 (configuration not stated)
9	7.9%	15.7%	-3.1	1.1%	0.8	3.8%	-21.4%	-2.3%	CC1CCN(C(=O)CSc2nnc(CNC(=O)c3ccc(F)cc3)o2)CC1
10	-7.1%	3.6%	-8.5	0.2%	-0.4	8.9%	2.9%	0.8%	CCOc1ccccc1CNC(=O)C1CCCN(c2nn3c(=O)cc(C)nc3s2)C1 (configuration not stated)
11	6.8%	5.9%	0.2	-3.5%	-0.2	-2.2%	-3.9%	-2.2%	COc1cc(NC2c3ccccc3C(=O)N2c2cc(C)ccn2)cc(OC)c1OC (configuration not stated)
12	-41.5%[inhibitor]	18.3%	-8.9	2.2%	0.9	2.1%	7.1%	3.1%	COc1cccc(CN(C)C(=O)C2CC(=O)N(c3ccc4c(c3)OCCO4)C2)c1 (configuration not stated)
13	8.0%	-2.2%	2.8	12.8%	-2.2	-20.5%	0.9%	0.7%	c1ccc(-c2noc(-c3ccc4c(c3)OCO4)n2)cc1
14	4.4%	-16.8%	-2.2	-3.8%	-4.4	-21.8%	1.9%	0.3%	COc1cccc(OC)c1C(=O)OCC(=O)Nc1cccnc1Cl
15	3.0%	-6.2%	-2.1	-4.2%	-2.2	-6.0%	-10.7%	0.0%	Cc1ccc(C(=O)n2c(-c3ccccc3)cnc2SCC(=O)Nc2ccc(C)cc2C)cc1
16	-2.5%	-18.4%	5.9	-10.6%	-3.1	-0.1%	2.8%	-1.3%	Cc1ccc(C(=O)NCC(=O)NCC(c2ccco2)N2CCCCC2)cc1C (configuration not stated)
17	4.7%	9.6%	-8.0	-8.4%	1.2	-12.6%	8.0%	-0.9%	O=C(COC(=O)c1ccc(Br)o1)NC1CCCc2ccccc21 (configuration not stated)
18	0.0%	-2.5%	.	-6.2%	-2.0	-14.4%	-2.7%	-2.7%	Cc1ccc(N(CC(=O)NCc2ccco2)S(=O)(=O)c2ccccc2)cc1
19	-6.5%	-9.4%	-19.8	-25.9%	-3.2	-21.2%	3.3%[11.6 µM]	-8.1%	COc1ccc(NC(=O)/C(C#N)=C\c2ccc(-c3cccc(C(=O)O)c3C)o2)cc1
20	-3.2%	-4.3%	1.1	-8.6%	-0.5	-11.3%	-9.7%	-2.2%	CCOC(=O)c1c(NC(=O)CN2CCN(C(=O)c3ccco3)CC2)sc2c1CCCC2
21	4.2%	1.6%	.	37.7µM*	-2.5	9.9%	1.9%[11.6 µM]	1.8%	C[N+]1(C)CCC(=C2c3ccccc3CC(=O)c3sccc32)CC1
22	5.2%	-5.9%	-3.2	-10.4%	0.0	-15.2%	-1.6%	4.5%	COc1cccc(C(=O)NNC(=O)c2ccc(NS(=O)(=O)c3cccs3)cc2)c1OC
23	3.2%	0.9%	-2.7	-3.1%	-0.3	-0.8%	-0.7%	.	Nc1nc2c(ncn2[C@@H]2O[C@H](CNC(=O)[C@H](N)Cc3ccccc3)[C@@H](O)[C@H]2O)c(=O)[nH]1
24	9.9%	3.5%	-2.0	-4.4%	-0.4	-5.1%	3.0%	1.9%	CC(Oc1ccccc1Br)C(=O)N1CCc2ccccc21 (configuration not stated)
25	-3.4%	3.8%	0.6	-3.2%	-1.7	3.5%	-4.4%	-1.1%	CCN(C(=O)COC(=O)c1nn(-c2ccccc2)c(=O)c2ccccc12)C1CCS(=O)(=O)C1 (configuration not stated)
26	-11.1%	3.6%	4.8	-6.0%	-4.4	5.8%	6.1%	-11.6%	O=C(CCNC(=O)C1CCN(S(=O)(=O)c2ccc(F)cc2)CC1)NCc1ccccc1Cl
27	-2.5%	9.2%	4.4	-1.9%	1.0	4.2%	-2.3%	-10.9%	Cc1cc(NC(=O)CCCC(=O)OCC(F)(F)C(F)F)cc(C)c1C(=O)O
28	2.6%	-2.5%	-12.7	-6.5%	-1.5	-24.3%	-30.2%	0.3%	O=C(/C=C/c1cccs1)Nc1ccc([N+](=O)[O-])cc1
29	-8.2%	4.0%	1.4	-11.8%	1.4	15.5%	3.2%	1.9%	CCOC(=O)C(C)c1nn(C)c(=O)c2ccccc12 (configuration not stated)
30	7.5%	-8.0%	.	-7.7%	-0.4	1.9%	-4.8%[57.1 µM]	-0.1%	COc1cccc(CNC(=O)C2CCCN(S(C)(=O)=O)C2)c1 (configuration not stated)
31	0.5%	-2.7%	4.2	-2.5%	2.0	-21.7%	-15.8%	1.1%	CC(OC(=O)c1cnc2ccccc2n1)c1ccccc1Cl (configuration not stated)
32	1.5%	-0.6%	-1.2	-13.2%	-0.9	-1.2%	-17.6%	-1.8%	CC(=O)c1c(N2CCN(c3ccccn3)CC2)nc(=S)n(-c2ccccc2)c1C
33	1.4%	-7.9%	-0.7	-1.9%	0.5	-23.1%	0.7%	0.2%	O=C1CCc2cc(S(=O)(=O)N3CCCCC3)cc3c2N1CCC3
34	-0.4%	-6.0%	-2.2	-13.7%	-4.8	5.1%	1.6%	-1.9%	Cc1nn(C)cc1-c1n[nH]c(=S)n1-c1ccc(F)cc1
35	-6.3%	1.1%	-3.8	-7.3%	0.5	1.5%	-16.9%[57.1 µM]	-3.5%	Clc1ccc(CSc2nnc(-c3ccc4c(c3)OCO4)o2)cc1
36	-9.9%	3.7%	2.8	1.1%	1.1	6.0%	1.0%	0.4%	COc1cc(OC)c(C(=O)N2CCN(c3ccccn3)CC2)cc1OC
37	-7.4%	0.2%	0.4	3.1%	-0.5	-22.2%	3.2%	-0.1%	Cn1c(N)cc(=O)n(Cc2ccccc2)c1=O
38	-1.9%	7.7%	-5.1	-4.2%	-1.0	-6.7%	-17.6%	1.0%	O=C(COc1ccc(S(=O)(=O)N2CCOCC2)cc1)NCc1ccccc1
39	-1.6%	12.5%	-1.2	0.9%	-4.5	11.7%	-13.2%	0.3%	COc1ccc(C(=O)NCC2COc3ccccc3O2)cc1S(=O)(=O)N1CCOCC1 (configuration not stated)
40	-4.2%	4.9%	0.5	-3.7%	3.0	11.6%	7.8%	0.2%	CCCCc1nc2sc3c(=O)[nH]cnc3c2c2c1CCCC2
41	4.0%	6.0%	-2.9	-9.7%	-1.9	0.0%	-0.3%	3.1%	OC(Cn1cncn1)(c1ccccc1)c1ccccc1
42	-19.1%	-0.7%	?	-25.5%	-3.2	-4.6%	-16.2%	-2.8%	Cc1ccc(C2=NN=C(NC(=O)CSc3nnc4c5ccccc5n(C)c4n3)SC2)cc1
43	0.0%	2.0%	0.3	-3.1%	-0.8	-2.1%	-3.6%	-10.4%	C=CCN(c1ccccc1OC)S(=O)(=O)c1cccc(C(=O)OCC(=O)c2c[nH]c3ccccc23)c1
44	-17.8%	1.7%	-24.8	-5.1%	-1.0	-22.7%	0.8%	-4.2%	CC(C)(C)NC(=O)C[C@H]1C[C@H](C(=O)N2CCCCC2)[C@@]2(CCc3ccccc3)c3[nH]c4cc(-c5ccco5)ccc4c3CCN2C1=O
45	-0.7%	-11.2%	0.2	-9.0%	-3.2	-25.1%	-8.1%	-0.8%	COc1cc(C(=O)N/N=C/c2ccc(OC)c(CN3CCN(c4ccc(F)cc4)CC3)c2)ccc1O
46	11.0%	2.6%	-9.8	2.9%	0.2	10.5%	-5.0%	-3.2%	COc1ccccc1NC(=O)CCC(=O)N(Cc1ccc(OC)c(OC)c1)c1nccs1
47	5.7%	-12.8%	5.1	-2.5%	1.1	7.9%	-5.4%	-1.1%	CCOC(=O)N/N=C\c1ccc(OC(=O)c2ccc3c(c2)OCO3)cc1
48	-4.3%	-0.1%	0.5	-18.9%	-5.0	0.6%	-2.2%	-5.5%	CCC(CC)C(=O)c1c[nH]c(C(=O)NCc2cccnc2)c1

# Next part (4 carried over from the part before).
No.	EPAC1 ag	EPAC2 antag	PI5P4K alpha inh	PLK1 PBD block	CCT modulator	EPAC1 antagonist	WRN helicase inh	Mm-Cpn inhibitor	SMILES
45	-0.7%	-11.2%	0.2	-9.0%	-3.2	-25.1%	-8.1%	-0.8%	COc1cc(C(=O)N/N=C/c2ccc(OC)c(CN3CCN(c4ccc(F)cc4)CC3)c2)ccc1O
46	11.0%	2.6%	-9.8	2.9%	0.2	10.5%	-5.0%	-3.2%	COc1ccccc1NC(=O)CCC(=O)N(Cc1ccc(OC)c(OC)c1)c1nccs1
47	5.7%	-12.8%	5.1	-2.5%	1.1	7.9%	-5.4%	-1.1%	CCOC(=O)N/N=C\c1ccc(OC(=O)c2ccc3c(c2)OCO3)cc1
48	-4.3%	-0.1%	0.5	-18.9%	-5.0	0.6%	-2.2%	-5.5%	CCC(CC)C(=O)c1c[nH]c(C(=O)NCc2cccnc2)c1
49	7.6%	-12.1%	-3.3	-9.4%	0.4	-4.0%	-27.3%[57.1 µM]	-3.6%	CCOC(=O)c1nc(NCc2ccccc2C)c2ccccc2n1
50	4.7%	2.0%	-3.0	-3.0%	0.6	-9.3%	-19.7%	-0.3%	CC(Sc1nnnn1C)C(=O)NC1CCCC1 (configuration not stated)
51	0.8%	6.5%	-0.9	1.2%	-4.8	1.6%	-11.3%	2.1%	CNC(=O)c1ncnnc1N(C)C(=O)NCc1ccccc1
52	9.8%	-27.6%	0.6	-2.5%	0.9	2.9%	-1.8%	1.4%	O=Cc1ccc(OCC(=O)Nc2ccccc2-c2ccccc2)cc1
